Screening results (PubChem BioAssay)
Akt phos inh = Akt phosphorylation inhibition. Neuro2A IGF-stimulated pAkt S473 HTRF, 20 min; stronger effect = lower value. activity change, % for hits at 50 µM. 360,000 tested, 0.32% active. AID 651550; in the data active means activity change below about -80%; inconclusive means mostly about -51% to -80%; further: on the % scale 0 is the no-effect control and ±100 the full control effect
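Single-point screen (50 µM final compound) in Neuro2A cells stimulated 20 min with 6 nM IGF at 37 deg C. After lysis, Ser473-phosphorylated Akt read by HTRF (ex 330 nm, em 615/665 nm) as the 665/615 ratio.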
Nrf2 activator = activates Nrf2 signaling | 410,000 tested, 0.31% active | Potency, µM (top dose mostly 46.1 µM), for inactives: at the highest dose activation, usual class: activators | AID 624171 | AREc32 ARE-luciferase reporter (MCF7-derived line), luminescence, 24 h; further: potency means the concentration at half of the fitted maximal effect; % of control where 0% means no effect; nearly all actives have a fitted effect of over 65% in size
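AREc32_Fluc, 1000 cells/well, OPTI-MEM + 5% FBS, o/n 37 deg C 5% CO2; 23 nL cpd by pin tool, 24 hr; Steady-Glo 30 min RT, luminescence.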
Nrf2 inh = blocks Nrf2 signaling; A549 ARE-Fluc reporter, luciferase luminescence, 18-24 h; Potency, µM (series often up to 46 µM), for inactives: top-dose activity change, negative = inhibition, most hits filed as inhibitors; 360,000 tested, 2.1% active; AID 504444; further: potency means the concentration at half of the fitted maximal effect; on the % scale 0 is the no-effect control and ±100 the full control effect; nearly all actives have a fitted effect of over 60% in size
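A549 ARE_Fluc cells (5000/well, 5% FBS OPTI-MEM) pre-incubated 2 h, then treated with compounds 18-24 h at 37C/5% CO2 in concentration-response. CellTiter-Fluor viability read first; BugLite luciferase luminescence after 15 min at room temperature gives Nrf2 activity.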
MmCpn inh = M. maripaludis TRiC chaperonin inhibition. purified Mm-Cpn ATPase, ADP Transcreener TR-FRET. 330,000 tested, 0.031% active. Potency, µM (top dose mostly 76.9 µM), inactives show top-dose activity, negative = inhibition, usual class: inhibitors; further: potency means the concentration at half of the fitted maximal effect; on the % scale 0 is the no-effect control and ±100 the full control effect; nearly all actives have a fitted effect of over 80% in size
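25 nM Mm-CPN + cpd, 10 min 37°C; + 10 uM ATP, 30 min 37°C; buffer 30 mM Tris pH 7.4, 100 mM KCl, 5 mM MgCl2, 1 mM DTT; Transcreener ADP HTRF detection 30 min RT.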
CCT modulator = changes cytosolic chaperonin activity. purified chaperonin ATPase assay, HTRF ADP detection, 30 min. activity change, % (concentration not given with the values), hits read low. 360,000 tested, 0.3% active. AID 651819; in the data active means activity change below about -30%; further: on the % scale 0 is the no-effect control and ±100 the full control effect
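We incubate TRiC, 40 or 20 nM final, with library compounds at 76 uM and 10 uM ATP for 30 min at 37 °C. ADP formed is detected with Transcreener HTRF reagents after 30 min at room temperature.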
A549 tox = kills or reduces viability of A549 cells in Nrf2 counter-screen; A549 ARE-Fluc cells, CellTiter-Fluor viability, 18-24 h; Potency, µM (titrated, usually from 46 µM), without a hit: at the top dose activity change, negative = cytotoxicity, most hits filed as inhibitors; 390,000 tested, 0.16% active; further: potency means the concentration at half of the fitted maximal effect; on the % scale 0 is the no-effect control and ±100 the full control effect
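Cytotoxicity counterscreen: CellTiter-Fluor fluorescence was measured in A549 ARE_Fluc cells after 18-24 h of compound exposure in a concentration series. The subsequent BugLite luminescent read reports ARE-luciferase activity.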
EPAC2 agonist = activates human EPAC2 exchange factor; Q8WZA2; EPAC2 activation, biochemical qHTS; response scale: 100% = 6.5 mM cAMP response; Potency, µM (series often up to 154 µM), without a hit: at the top dose activation, actives largely listed as activators; 360,000 tested, 0.079% active; AID 720711; further: potency means the concentration at half of the fitted maximal effect; nearly all actives have a fitted effect of over 50% in size
Target sequence (Q8WZA2 whole entry, looked up): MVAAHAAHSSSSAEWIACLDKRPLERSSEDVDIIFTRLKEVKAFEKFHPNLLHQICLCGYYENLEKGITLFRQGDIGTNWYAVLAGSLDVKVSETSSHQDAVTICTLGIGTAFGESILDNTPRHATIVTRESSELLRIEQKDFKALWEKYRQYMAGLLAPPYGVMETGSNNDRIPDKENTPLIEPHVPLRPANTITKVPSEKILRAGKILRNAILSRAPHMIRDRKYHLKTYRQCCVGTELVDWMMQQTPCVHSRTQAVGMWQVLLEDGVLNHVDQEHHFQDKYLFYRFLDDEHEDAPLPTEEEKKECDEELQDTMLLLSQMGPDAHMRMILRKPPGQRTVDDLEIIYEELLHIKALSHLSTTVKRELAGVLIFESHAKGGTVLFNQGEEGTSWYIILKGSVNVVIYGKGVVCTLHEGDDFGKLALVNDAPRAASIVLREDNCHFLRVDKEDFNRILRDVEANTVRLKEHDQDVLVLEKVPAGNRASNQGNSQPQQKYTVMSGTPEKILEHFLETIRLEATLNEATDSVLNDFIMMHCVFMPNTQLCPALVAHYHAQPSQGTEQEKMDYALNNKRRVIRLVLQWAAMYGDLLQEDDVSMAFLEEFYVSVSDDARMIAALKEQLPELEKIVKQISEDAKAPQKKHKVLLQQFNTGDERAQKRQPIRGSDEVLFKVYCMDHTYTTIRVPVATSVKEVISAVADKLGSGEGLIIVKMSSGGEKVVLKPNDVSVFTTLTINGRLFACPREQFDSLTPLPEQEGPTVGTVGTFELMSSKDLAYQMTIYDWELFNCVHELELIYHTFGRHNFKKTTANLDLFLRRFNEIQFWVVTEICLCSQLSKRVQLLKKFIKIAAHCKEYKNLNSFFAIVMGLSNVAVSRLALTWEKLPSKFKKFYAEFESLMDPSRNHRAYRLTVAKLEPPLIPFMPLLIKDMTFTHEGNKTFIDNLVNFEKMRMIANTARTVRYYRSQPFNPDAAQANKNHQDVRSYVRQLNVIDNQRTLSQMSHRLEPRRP
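Fluorescence exchange assay: 100 nM EPAC2 with 250 nM RAP1B-BODIPY-GDP and 50 uM GDP; compounds tested as a concentration-titration series (qHTS). Loss of Rap1-bound BODIPY-GDP fluorescence read at 480/540 nm; data normalized to 6.5 mM cAMP.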
TGFb inhibitor = blocks TGF-b signaling; HepG2 CAGA-GFP TGF-b/SMAD3 reporter, GFP fluorescence, 18 h; TGF-beta stimulated, 500 pg/mL final; Potency, µM (titrated, usually from 46.1 µM), without a hit: at the top dose activity, negative = inhibition, most hits filed as inhibitors; 410,000 tested, 1.2% active; AID 588855; further: potency means the concentration at half of the fitted maximal effect; on the % scale 0 is the no-effect control and ±100 the full control effect; nearly all actives have a fitted effect of over 65% in size
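Smad-responsive CAGA-GFP expression was quantified in HEPG2 cells exposed to compounds and 500 pg/mL final TGF-beta for 18 h at 37 degrees C; unstimulated wells defined full inhibition.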
EPAC2 antagonist = blocks human EPAC2 exchange factor; Q8WZA2; Potency, µM (top dose mostly 114 µM), for inactives: at the highest dose activity, negative = inhibition, actives largely listed as inhibitors; EPAC2 GEF exchange of Rap1B-BODIPY-GDP, fluorescence; 360,000 tested, 0.18% active; further: potency means the concentration at half of the fitted maximal effect; on the % scale 0 is the no-effect control and ±100 the full control effect; nearly all actives have a fitted effect of over 45% in size; many of its hits are not listed in these tables
Numbers without * were called inactive; i = inactive; ? = inconclusive; nt = no result given; & = joins results of further samples; [ ] = remark or other dose. Unless noted, the call rests on the fitted dose curve; in most records, active means well fitted curve in the direction sought with a large enough effect; inconclusive means small, poorly fitted or top-dose-only effect, or another doubt; inactive means no such curve, though single readings can be large; an effect the other way counts as inactive or inconclusive. A portion of the library; rates above refer to the full screens.

SMILES | Akt phos inh | Nrf2 activator | Nrf2 inh | MmCpn inh | CCT modulator | A549 tox | EPAC2 agonist | TGFb inhibitor | EPAC2 antagonist
O=C(NC(=S)Nc1cccc(O)c1)c1ccco1 | i | 11µM* | ? | 5% | -1.3 | 2% | 8% | -7% | 4%
CC(=O)N1CCN(CC(=O)Nc2cccc(S(=O)(=O)N3CCCCC3)c2)CC1 | i | -0.2% | -24% | 0% | 0.1 | -1% | -15% | -3% | 2%
COc1ccc(S(=O)(=O)NCCc2c[nH]c3ccc(Cl)cc23)cc1 | i | 1.9% | -11% | 0% | -0.4 | -6% | -2% | 10% | -6%
CCN(Cc1ccccc1)C(=O)c1ccc(N(C)S(=O)(=O)c2ccc(C)cc2)cc1 | i | 2.7% | ? | 2% | -2.0 | 2% | 4% | ? | 0%
COc1ccc(S(=O)(=O)N2CCN(Cc3cccc(F)c3)CC2)cc1 | i | 0.5% | 11% | nt | -1.1 | 8% | 23% | 0% | -8%
CC(C)NC(=O)CCCn1cc([N+](=O)[O-])cn1 | i | -0.3% | -23% | 0% | -2.3 | -9% | -1% | -20% | 9%
Cc1occc1-c1nnc(SCC(=O)NC2(C#N)CCCC2)n1C | i | 0.3% | 1% | 4% | -1.3 | 0% | 3% | -6% | 3%
CC(=O)Nc1cc(-c2ccccc2)nn1Cc1cccc(Cl)c1 | nt | 4.0% | -28% | nt | nt | -4% | nt | -22% | nt
COc1ccc(S(=O)(=O)Oc2ccc3ccccc3c2)cc1 | i | 2.5% | 6% | -1% | -0.4 | 12% | 3% | 1% | 0%
COC(=O)COc1nc(C)c2c(c1C#N)CC(C)(C)OC2 | i | -0.6% | 10% | -3% | -0.8 | 4% | 9% | 8% | -4%
COc1ccc(C2=NN(C(=O)CSc3nccn3C)C(c3ccco3)C2)cc1 (stereo not given) | i | -0.1% | -25% | 1% | 1.1 | 1% | -5% | -12% | -8%
COC1CCN(Cc2c(C(=O)N3C[C@@H](C)O[C@@H](C)C3)nc3ccc(Cl)cn23)CC1 | i | 0.2% | 10% | 0% | -3.6 | 15% | 6% | -8% | 0%
CC1=C(C(=O)OCc2ccccc2)C(c2ccc(C)cc2)NC(=O)N1 (stereo not given) | i | 0.1% | nt | nt | -0.5 | nt | 4% | -5% | 10%
COc1ccc(C(=O)NC(C)c2cnn(-c3ccccn3)c2C)o1 (stereo not given) | i | -0.5% | 2% | -2% | -0.3 | 2% | 3% | -3% | 9%
CCCCCSc1nc2c(c(=O)[nH]c(=O)n2C)n1CCc1ccccc1 | i | 0.1% | -10% | 4% | -2.7 | 13% | 4% | 3% | 1%
Nn1c(SCC(=O)Nc2nccs2)nnc1-c1cccnc1 | i | 11% | 16% | -1% | -0.4 | 11% | 11% | -8% | 14%
O=c1cc(CSc2nc3ccccc3[nH]2)c2ccccc2[nH]1 | i | 0.5% | ? | 1% | -0.6 | 14% | 8% | -3% | 1%
CCC(C)(C)n1nnnc1C(c1cc2cccc(C)c2[nH]c1=O)N1CCCC1 (stereo not given) | i | -0.6% | 4% | -4% | 0.9 | 2% | 12% | -1% | -3%
O=C(CCCOc1ccc(Cl)cc1Cl)NCc1ccccn1 | i | -0.7% | 3% | 2% | -2.6 | 0% | 3% | -6% | 3%
CCOc1ccccc1NC(=O)C(c1ccccc1)N1CCN(CC(=O)N2CCCC2)CC1 (stereo not given) | i | -0.4% | ? | 3% | -3.0 | -2% | 8% | 13% | 0%
O=C(Cn1c(O)c(/C=C2\C=Nc3ccc(Br)cc32)sc1=O)N1CCCC1 | i | 0.5% | ? | 0% | -0.8 | ? | 1% | 5% | -16%
COc1ccccc1CCNC(=O)C(=O)Nc1cc2c3c(c1)C(C)C(=O)N3CCC2 (stereo not given) | i | 6.4% | ? | -2% | 1.1 | -2% | -2% | -6% | -4%
Nc1cc(C(=O)OCC(=O)N2CCCC2)ccc1Cl | i | 3.2% | ? | 0% | -0.5 | 0% | 6% | -2% | 3%
CC(OC(=O)c1ccc(Cl)nc1)C(=O)N1CCc2ccccc21 (stereo not given) | i | 1.1% | 4% | -2% | 0.5 | 23% | 8% | -7% | -9%

A different layout for three compounds above:
Structure	Akt phos inh	Nrf2 activator	Nrf2 inh	MmCpn inh	CCT modulator	A549 tox	EPAC2 agonist	TGFb inhibitor	EPAC2 antagonist
O=C(CCCOc1ccc(Cl)cc1Cl)NCc1ccccn1	i	-0.7%	3%	2%	-2.6	0%	3%	-6%	3%
CCOc1ccccc1NC(=O)C(c1ccccc1)N1CCN(CC(=O)N2CCCC2)CC1 (stereo not given)	i	-0.4%	?	3%	-3.0	-2%	8%	13%	0%
O=C(Cn1c(O)c(/C=C2\C=Nc3ccc(Br)cc32)sc1=O)N1CCCC1	i	0.5%	?	0%	-0.8	?	1%	5%	-16%

Going on with the list.
SMILES | Akt phos inh | Nrf2 activator | Nrf2 inh | MmCpn inh | CCT modulator | A549 tox | EPAC2 agonist | TGFb inhibitor | EPAC2 antagonist
C=COc1ccc(N2C(=O)c3ccccc3OC2C)cc1 (stereo not given) | i | 0.5% | 25% | 1% | 3.5 | 0% | 1% | 2% | 21%
CCN(CC)C(=O)CSc1nc(OC)cc(=O)[nH]1 | i | -0.7% | -6% | 2% | -4.1 | 2% | 0% | 0% | -2%
Cc1cc(C(F)F)n2nc(C(=O)Nc3ccc(S(=O)(=O)NC45CC6CC(CC(C6)C4)C5)cc3)nc2n1 | nt | -0.2% | nt | -19% | 1.9 | -4% | 7% | ? | 13%
CN(CC(=O)Nc1ccccc1Cl)C(=O)c1ccc(N2CCCCCC2)c([N+](=O)[O-])c1 | i | 2.6% | -10% | 0% | 1.5 | -6% | 5% | ? | 4%
O=C(Nc1ccc(N2CCOCC2)cc1N1CCOCC1)c1cccs1 | i | 0.2% | 12% | 0% | -3.3 | 0% | 11% | -3% | 2%
O=C(NCc1cccs1)C(Cc1ccccc1)NS(=O)(=O)c1cccs1 (stereo not given) | i | -0.3% | ? | 1% | 0.6 | -10% | 7% | -14% | -1%
CCn1cc(CN2CCC(C(=O)Nc3cccc(-c4cscn4)c3)CC2)cn1 | i | -0.2% | -2% | -1% | 1.5 | -2% | 14% | -1% | 6%
COC(=O)[C@H](Cc1ccccc1)NC(=O)Cn1ccc(NC(=O)OCc2ccccc2)nc1=O | i | 2.9% | -6% | 1% | -2.0 | 5% | 5% | -2% | 10%
CN(C)S(=O)(=O)c1cccc(C(=O)Nc2cc(S(=O)(=O)N3CCOCC3)ccc2N2CCCC2)c1 | i | 0.0% | -19% | nt | 0.2 | -10% | 2% | -4% | 1%
O=S(=O)(Nc1c(F)cccc1F)c1ccc2c(c1)OCCO2 | i | 0.1%&-0.4% | -16%&-5% | 0% | 1.1 | 1%&-5% | 6% | 2%&24% | -2%
COCCNC(=O)C1CC(c2cccc(F)c2)=NO1 (stereo not given) | i | -0.3% | 11% | 3% | -1.1 | -3% | 9% | -1% | 4%
CCS(=O)(=O)N1CCCC(C(=O)NC2CCCC2)C1 (stereo not given) | i | -0.2% | 0% | -1% | -8.2 | 1% | -13% | -4% | 3%
CC(C)c1ccc(/C=N/n2cnnc2)cc1 | i | 2.6% | 0% | 3% | 0.7 | -3% | 8% | 8% | 3%
Cc1ccc([N+](=O)[O-])cc1NC(=O)CNC1CCCCC1 | i | 0.4% | -1% | 1% | 1.0 | -24% | 3% | 5% | 5%
COc1cccc(Cn2c(Cn3c(-c4cnccn4)nc4ccccc43)nc3ccccc32)c1 | i | 0.0% | nt | nt | -2.0 | nt | 4% | nt | 2%
COC(=O)CSc1nc2sc3c(c2c(=O)n1-c1ccc(OC)cc1)CCN(C)C3 | i | -0.5% | 8% | -1% | -1.4 | -6% | 11% | 0% | ?
CC(OC(=O)c1cc[n+]([O-])cc1)C(=O)NCc1ccccc1 (stereo not given) | i | -0.3% | 1% | 4% | 1.3 | 2% | -6% | -1% | 21%
O=C(NN1C(=O)C2C(C1=O)C1C=CC2C12CC2)c1ccncc1 (stereo not given) | i | 0.3% | 4% | -14% | -2.3 | 3% | -3% | -1% | 7%
COc1ccsc1NC(=O)OCc1ccc(Cl)cc1 | i | -0.2% | 3% | 0% | -0.5 | 0% | 12% | -11% | -3%
COc1ccccc1CNC(=O)c1cnn2c(C(F)F)cc(C)nc12 | i | 0.8% | ? | -1% | 0.0 | -11% | 0% | 0% | 3%
CCc1cc(=S)n2c([nH]c3ccccc32)c1C#N | i | 2.4% | ? | -1% | -0.6 | -28% | -1% | 7.9µM* | -23%
CCN1C(=O)/C(=C\N(C)C)S/C1=N\S(=O)(=O)c1ccccc1 | i | -0.3% | ? | -3% | 1.0 | -2% | -5% | -6% | -17%
Cc1nnc(N2CCC(C(=O)Nc3ccc(F)cc3)CC2)c2nn(-c3ccc(Cl)cc3)c(C)c12 | nt | -0.9% | -15% | nt | nt | ? | nt | 10µM* | nt
CCN1/C(=C\C=C2\C(=O)N(C)C(=S)N2C)Sc2ccccc21 | i | 3.2% | ? | 0% | 0.6 | ? | 0% | 8% | -14%
CCOc1ccc(C(=O)Nc2cc(NC(=O)c3ccc(OCC)c(Cl)c3)cc(C(=O)O)c2)cc1Cl | i | 0.0%[9.22 µM] | -5% | -1% | 1.8 | -3% | -9% | 4% | 12%
COc1cc(C2CC(=O)c3c(O)cc(O)cc3O2)ccc1O (stereo not given) | i | -0.3% | 6% | nt | 0.2 | 15% | -2% | 14% | -5%
COc1ccc(-c2[nH]c(-c3ccc(C)cc3)nc2SCC(=O)NCC2CCCO2)cc1 (stereo not given) | nt | 4.9% | -26% | nt | nt | -9% | nt | -30% | nt
CCOC(=O)c1nnc2c(-c3ccc(F)cc3)c(C)nn2c1N | nt | 0.2% | 5% | nt | nt | 0% | nt | 4% | nt
